# Screening data from PubChem.
# Mito fusion yeast = blocks mitochondrial division or promotes mitochondrial fusion. S. cerevisiae fusion-defective mutant growth rescue, CellTiterGlo 48 h. Potency, µM (series often up to 46.1 µM), for the others: at the top dose growth rescue (activation), hits mostly activators. hit rate 0.23% among 320,000;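 note: potency is the fitted concentration of half-maximal effect; % of control where 0% means no effect; nearly all actives have a fitted effect of over 45% in size; temperature-sensitive fusion mutants such as fzo1-1 at 37 °C on non-fermentable ethanol glycerol medium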
#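 Growth-rescue viability read-out: after 48 h at the non-permissive 37C in glycerol/ethanol YPEG, yeast mitochondrial fusion mutants are measured by CellTiterGlo luminescence; compounds (23 nl pinned per well) restoring growth score as division inhibitors or fusion activators.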
# NPC1 prom act = activators of NPC1 promoter. Huh7 NPC1 promoter luciferase reporter, 24 h. hit rate 2.4% among 320,000. Potency, µM (series often up to 9.22 µM), without a hit: at the top dose activation, hits mostly activators;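 note: potency is the fitted concentration of half-maximal effect; % of control where 0% means no effect; nearly all actives have a fitted effect of over 60% in size; reporter is driven by a mutant NPC1 promoter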
#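 Huh7 reporter cells (NPC1 promoter driving luciferase) are dosed with compound for 24 h at 37 °C, 5% CO2; luciferase detection reagent is then added and luminescence measured after 10 min at ambient temperature.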
# RORg inh = inhibitors of mouse ROR gamma transcriptional activity. P51450. Drosophila S2 Gal4-RORgamma UAS-luciferase reporter, 20 h. Potency, µM (highest dose often 53.6 µM), inactives show at the top dose activity change, negative = inhibition, most hits filed as inhibitors. hit rate 5.4% among 310,000. AID 2551; note: potency is the fitted concentration of half-maximal effect; % is set by controls: 0 for no effect and ±100 for the full control effect; nearly all actives have a fitted effect of over 60% in size
#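 Read-out: Photinus luciferase luminescence; inhibitors lower reporter signal. Insect Schneider cells with Gal4-ROR gamma fusion under metallothionein promoter, UAS reporter; 700 uM final copper sulfate induction, 20 hr, ambient temperature.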
# KCNH2 3.1 inh = inhibitors of human KCNH2 3.1 potassium channel isoform; U2OS KCNH2 3.1, thallium flux FluxOr; active compounds read low; activity change, % (tested at about 1.8 µM); hit rate 0.95% among 340,000;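 active = maximum activity change below -70%; inconclusive = maximum activity change from -70% to -50%; inactive = maximum activity change above -50%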;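 note: thallium influx rate constant from kinetic fluorescence after stimulation buffer; % is set by controls: 0 for no effect and ±100 for the full control effect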
#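 Kinetic fluorescence (2 min after stimulation buffer) measures Tl+ influx through KCNH2 3.1 expressed by viral transduction in U2OS cells; the rate constant is normalized against DMSO controls serving as positive and negative references.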
# VP16 counter = counter-screen for ROR gamma inhibitors: Gal4-VP16 reporter. Drosophila S2 Gal4-VP16 UAS-luciferase, luminescence, 20 h. Potency, µM (top dose mostly 53.6 µM), without a hit: top-dose activity, negative = inhibition, actives largely listed as inhibitors. hit rate 3.5% among 310,000;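 note: Gal4-VP16 expression switched on by copper sulfate through the metallothionein promoter; potency is the fitted concentration of half-maximal effect; % is set by controls: 0 for no effect and ±100 for the full control effect; nearly all actives have a fitted effect of over 50% in size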
# MBNL1 CUG block = inhibitors of human MBNL1 binding to CUG repeat RNA; hit rate 0.036% among 280,000; TR-FRET MBNL1-His/biotin-(CUG)12 binding, 665/545 ratio; Potency, µM (titrated, usually from 57.5 µM), without a hit: at the top dose activity change, negative = inhibition, hits mostly inhibitors; Q9NR56; active = well fitted inhibition curve with a large enough effect in the signal ratio, with a control signal flat, not every such curve was filed as active; inconclusive = small, poorly fitted or top-dose-only effect, or effect the other way, or a change in a side signal; inactive = no such curve, though single readings can be large or run the other way; the % refers to the signal ratio; note: potency is the fitted concentration of half-maximal effect; % is set by controls: 0 for no effect and ±100 for the full control effect
#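 Compounds (final 92 nM to 58 uM) are added to His-tagged MBNL1 and biotin-(CUG)12, then terbium anti-His antibody and streptavidin-XL665 (5 nM final). After 60 min at room temperature, the 665/545 nm ratio is read.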
# ELG1 DNA repair = blocks ELG1-dependent DNA repair in HEK293T cells; Potency, µM (highest dose often 46.1 µM), for the others: at the highest dose activity change, negative = inhibition, hits mostly inhibitors; AID 504467; hit rate 2.3% among 330,000; HEK293T ELG1-luciferase reporter, luminescence, 16 h; DNA damage induced by 5-fluorouridine; note: potency is the fitted concentration of half-maximal effect; % is set by controls: 0 for no effect and ±100 for the full control effect; nearly all actives have a fitted effect of over 55% in size
#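 DMSO vehicle served as the neutral condition. Each well held 2,000 cells given 5-fluorouridine plus compound; after 16 hr at 37 °C/5% CO2, ONE-Glo was added and luciferase measured 30 min later.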
# FLuc modulator = inhibits or activates purified firefly luciferase, miR-21 counter-screen. hit rate 6.9% among 360,000. P08659. purified FLuc, Km substrates, luminescence inhibition. Potency, µM (top dose mostly 57.5 µM), for inactives: at the highest dose activity change, negative = inhibition, most hits filed as inhibitors;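 note: potency is the fitted concentration of half-maximal effect; plate controls were vehicle for no effect and reference inhibitor for full effect; nearly all actives have a fitted effect of over 55% in size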
# Target sequence (P08659 whole entry, looked up): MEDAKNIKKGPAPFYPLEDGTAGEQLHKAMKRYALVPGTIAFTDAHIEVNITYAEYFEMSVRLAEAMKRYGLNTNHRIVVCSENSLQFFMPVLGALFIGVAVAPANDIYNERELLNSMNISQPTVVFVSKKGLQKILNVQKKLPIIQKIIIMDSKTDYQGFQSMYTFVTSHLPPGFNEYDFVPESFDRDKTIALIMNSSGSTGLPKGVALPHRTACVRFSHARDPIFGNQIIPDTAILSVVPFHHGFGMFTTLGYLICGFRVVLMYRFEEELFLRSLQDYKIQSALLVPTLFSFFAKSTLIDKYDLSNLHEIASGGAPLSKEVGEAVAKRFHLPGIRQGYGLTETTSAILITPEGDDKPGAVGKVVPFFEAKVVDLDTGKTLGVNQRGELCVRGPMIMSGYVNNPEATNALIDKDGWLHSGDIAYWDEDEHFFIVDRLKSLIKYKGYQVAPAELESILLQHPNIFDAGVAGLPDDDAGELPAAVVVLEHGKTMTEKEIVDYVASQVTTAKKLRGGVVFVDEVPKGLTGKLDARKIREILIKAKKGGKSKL
#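 Biochemical qHTS of compounds, final roughly 60 µM downward over six points, against 10 nM purified firefly luciferase using Km concentrations of substrates (10 uM D-luciferin, 10 uM ATP) in Tris acetate pH 7.5 buffer; luminescence output.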
# Menin-MLL TR inh = inhibitors of human menin-MLL interaction, mutant MLL peptide. O00255. Menin + Texas Red MLL mutant peptide, fluorescence polarization. Potency, µM (doses to about 61.6 µM), for the others: top-dose FP activity change, negative = inhibition, actives largely listed as inhibitors. hit rate 0.23% among 270,000; active = well fitted inhibition curve with a large enough effect in the polarisation, with a control signal flat, not every such curve was filed as active; inconclusive = small, poorly fitted or top-dose-only effect, or effect the other way, or a change in a side signal; inactive = no such curve, though single readings can be large or run the other way; the % refers to the polarisation; note: potency is the fitted concentration of half-maximal effect; % of control where 0% means no effect; many of its hits are not listed in these tables
# Rab9 promoter act = Rab9 promoter activation; hit rate 2.8% among 320,000; AID 485297; Potency, µM (top dose mostly 9.22 µM), without a hit: at the top dose activation, negative = inhibition, hits mostly activators; Huh7 Rab9 promoter-luciferase reporter, luminescence, 24 h; note: potency is the fitted concentration of half-maximal effect; % of control where 0% means no effect; nearly all actives have a fitted effect of over 60% in size
#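 Promoter activation is measured as luciferase luminescence in Huh7 cells stably transfected with a Rab9 promoter–luciferase construct, following 24 h compound exposure at 37 °C and 10 min reagent incubation at ambient temperature.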
# PKM2 act = increases activity of human pyruvate kinase M2. P14618. purified PKM2, Kinase-Glo ATP luminescence, activation; response scale: 0% is enzyme alone, no compound. Potency, µM (highest dose often 57.5 µM), without a hit: top-dose activation, hits mostly activators. hit rate 0.34% among 260,000; note: potency is the fitted concentration of half-maximal effect; % is set by controls: 0 for no effect and ±100 for the full control effect; nearly all actives have a fitted effect of over 55% in size
# Target sequence (P14618 whole entry, looked up): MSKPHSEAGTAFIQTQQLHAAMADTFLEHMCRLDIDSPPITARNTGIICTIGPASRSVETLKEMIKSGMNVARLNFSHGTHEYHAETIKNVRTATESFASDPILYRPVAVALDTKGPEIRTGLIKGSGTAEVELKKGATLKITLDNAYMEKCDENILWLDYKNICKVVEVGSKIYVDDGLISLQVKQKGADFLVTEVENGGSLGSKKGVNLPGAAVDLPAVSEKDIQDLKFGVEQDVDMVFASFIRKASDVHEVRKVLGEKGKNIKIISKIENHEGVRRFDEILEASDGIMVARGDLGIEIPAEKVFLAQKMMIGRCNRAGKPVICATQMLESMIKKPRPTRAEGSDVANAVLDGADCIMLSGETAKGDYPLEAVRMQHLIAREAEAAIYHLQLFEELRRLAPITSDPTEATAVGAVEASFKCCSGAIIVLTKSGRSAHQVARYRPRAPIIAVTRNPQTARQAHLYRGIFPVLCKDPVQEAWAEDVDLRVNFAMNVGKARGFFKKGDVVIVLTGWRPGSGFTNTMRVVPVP
#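 Kinase-Glo luminescence reports ATP generated from ADP (0.1 mM) and PEP (0.5 mM) by purified hPK-M2 after 1 h at room temperature, pH 7.2 imidazole buffer; intermediate enzyme activity allows detecting inhibitors and activators.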
# Starred values were filed as active, the others as inactive; ? = inconclusive; / = no result given; & = joins results of further samples; [ ] = another dose, or the depositor's remark. Unless noted, calls come from the whole dose curve; as a rule, active = well fitted curve in the direction sought with a large enough effect; inconclusive = small, poorly fitted or top-dose-only effect, or another doubt; inactive = no such curve, though single readings can be large; an effect the other way counts as inactive or inconclusive. These rows are one share of the data; count on the stated rates, not on these rows.
SMILES,Mito fusion yeast,NPC1 prom act,RORg inh,KCNH2 3.1 inh,VP16 counter,MBNL1 CUG block,ELG1 DNA repair,FLuc modulator,Menin-MLL TR inh,Rab9 promoter act,PKM2 act
O=C(CCSc1nc(-c2ccco2)cc(C(F)(F)F)n1)N1CCN(c2ccccn2)CC1,13%,0%,10%,-16,-2%,-2%,?,-3%,-6%,-2%,0%
COc1cc(OC)c2c(-c3ccccc3)cc(=O)oc2c1C(CC(=O)N1CCOCC1)c1ccc2c(c1)OCO2 (stereo unspecified),19%,-4%,49%&25%,/,10%&7%,10%,-2%,-2%,10%,3%,2%
O=C(CN1CCN(C(c2ccccc2)c2ccccc2)CC1)N1N=CCC1c1ccccc1 (stereo unspecified),2%,1%,0%,-17,-8%,-10%,?,0%,/,-5%,-1%
O=C1c2cccc3cccc(c23)C(=O)N1c1cccc(O)c1,0%,0%,0%,17,-4%,?,-2%,-3%,-16%,-3%[1.84 µM],/
CC(C)(C)NC(=O)CN(Cc1cccs1)C(=O)CCC(=O)Nc1nccs1,-2%,1%,19%,0,4%,-5%,9%,5%,3%,-7%,7%
CCc1nc(N2CCN(C(=S)NCCCOC)CC2)c2c3c(sc2n1)CCCC3,-3%,3%,14µM*,2,?,2%,?,-1%,7%,1%,2%
CSc1ncccc1C(=O)NC1CCCCCCC1,9%,-2%,26%,3,0%,0%,-2%,0%,-4%,10%,/
Cc1scc(C(=O)NNC(=S)NCC2CCCO2)c1-c1ccccc1 (stereo unspecified),-5%,2%,7.9µM*,-5,-7%,-6%,-16%,-1%,-1%,-3%,4%
CCOc1ccc(/C(O)=C2/C(=O)C(=O)N(CCN(CC)CC)C2c2cccs2)cc1 (stereo unspecified),-1%,-3%,6%,6,-14%,2%,17%,?,/,?,-1%
CNC(=O)COC(=O)/C=C/c1nc2ccccc2s1,-16%,4%,-2%,-1,29%,-4%,?,?,2%,1%,0%
O=C(NCCCN1CCCC1=O)c1c(O)nc2ccccn2c1=O,-3%,2%,-12%,9,2%,5%,24%,3%,-3%,0%,/
CCc1nnc2n1N=C(c1cccc([N+](=O)[O-])c1)CS2,0%,7%,15%,21,?,?,?,0%,/,-3%,-8%
Clc1ccc(C(CCN2CCCC2)Cc2ccccc2)cc1 (stereo unspecified),-29%,-2%,-12%,?,3%,-3%,-11%,-3%,?,-5%,/
CC(NC(=O)NC(N)=O)(C(F)(F)F)C(F)(F)F,2%,-2%,1%,-4,-7%,-7%,8%,-1%,-3%,1%,2%
Cc1ccc(NC(=S)Nc2cccc3ccccc23)cc1,-11%,1%,2µM*,-23,5.6µM*,?,?,?,15%,-8%,0%
CN(C)C(=O)CNC(=O)C1CCCCC1,1%,2%,16%,-5,-5%,-3%,7%,3%,12%,0%,6%
CSCCC(NC(=O)C1CCC(C)CC1)C(=O)NCc1ccco1 (stereo unspecified),0%,7%,6%,1,7%,7%,17%,2%,-3%,-1%,-8%
O=C(Nc1ccccc1C(=O)N1CCCC1)c1ccccc1,0%,-6%,-3%,3,-4%,-11%,4%,3%,17%,-2%,8%
Cc1nnc(SCCn2c(N3CCC(Cc4ccccc4)CC3)nc3c2c(=O)[nH]c(=O)n3C)s1,-5%,-1%,19%,31,-7%,-4%,9.2µM*,-1%,/,-5%,2%
Cc1cc(-c2ccccc2N)n[nH]1,-2%,?,?,23,2%,10%,4%,-14%,0%,6%,1%
CCOC(=O)CSc1nnc(CNC(=O)c2ccc(OC)c(OC)c2)n1C,-3%,1%,-37%,10,-4%,-12%,6%,5%,-1%,-4%,-12%
CCOc1cc(N2CCOCC2)c(OCC)cc1NC(=O)COc1cccc(Cl)c1,-2%,-3%,/,-1,/,/,-40%,8%,/,3%,/
CCc1cc(=O)oc2cc(C)cc(OC(C)C(=O)NCCCN3CCCC3=O)c12 (stereo unspecified),1%,7%,0%,46,-5%,6%,-3%,1%,/,-1%,/
O=C(NCC(O)c1ccc2ccccc2c1)c1c(F)cccc1F (stereo unspecified),-2%,-3%,15%,15,8%,-3%,?,-1%,7%,-13%,/
Cc1ccc(C)c(OCC(=O)Nc2cccc(C(=O)O)c2)c1C,1%,?,19%,-16,-2%,-2%,?,11µM*,-15%,?,-4%
O=C1CCCN1CCCNc1ncccc1[N+](=O)[O-],17%,-1%,0%,-5,-1%,?,1%,-2%,6%,-8%,2%
O=C(Nc1ccc(OC(F)(F)F)cc1)c1ccc(-n2cncn2)nc1,-2%,-18%,-17%,-35,-7%[10 µM],8%,?,-2%,3%,-11%,-3%
CC(C)(C)N(C(=O)Cn1nnc(-c2ccc(F)cc2)n1)C(C(=O)NC1CCCC1)c1ccncc1 (stereo unspecified),0%,-8%,-7%,15,1%,1%,-12%,-1%,?,-8%,16%
Cc1cc(=O)oc2cc(OCC(=O)NCCc3nc4ccccc4[nH]3)ccc12,1%,3%,-5%,18,-2%,1%,2%,-6%,?,8%,-5%
O=C(NCCc1c[nH]c2ccccc12)c1cc2ccccc2oc1=O,-1%,?,18%,-22,-4%,?,?,17µM*,?,4µM*,/
COC(=O)c1cn(Nc2ncc(C(F)(F)F)cc2Cl)c(=O)c2ccccc12,2%,2%,-2%,28,14%,10%,8%,-2%,-8%,-1%,0%
COC(=O)c1[nH]c2cc(OC)ccc2c1NC(=O)CCN1CCN(c2ccccc2)CC1,0%,-2%,12%,-44,16%,6%,-15%,0%,-4%,-4%,0%
O=C1N(Nc2ccccc2)C(c2ccc(Br)cc2)C12CCCC2 (stereo unspecified),13%,-4%,21%,/,-5%,-2%,-2%,1%,-13%,-3%,0%
COc1cc(-c2n[nH]c(=S)n2-c2ccc(C)cc2)cc(OC)c1OC,6%,0%,15%,4,0%,0%,?,-11%,?,-3%,-17%
O=c1cc(CSc2ccccn2)[nH]c(=O)[nH]1,-1%,-1%,1%,13,-2%,16%,12%,0%,15%,8%,1%
O=C(COC(=O)/C=C/c1ccc(Cl)cc1Cl)Nc1ccc2c(c1)OCCO2,-1%,-4%,1%,-9,0%,3%,-29%,-16%,?,-2%,1%
Cc1ccc(-n2nnnc2SCC(=O)Nc2cc(C)on2)c(C)c1,12%,-5%,0%,2,-3%,0%,-9%,1%,?,1%,0%
COCCCNc1ccnc2c(Cl)cccc12,-1%,-8%,15%,1,-18%,3%,-1%,?,13%,3%,-1%
CCOc1ncccc1C(=O)Oc1ccc2c(c1)OCO2,0%,1%,20%,9,0%,0%,16%,-10%,4%,-1%,0%
COc1ccc(C2=NN(CCC(=O)NC3CCCCCC3)C(=O)CC2)cc1,-3%,-6%,9%,8,18%,10%,11%,-1%,-3%,1%,/
CCN1C(=O)[C@H]2[C@@H](c3ccc(C)cc3)N3C(=O)N(c4cccc(F)c4)C(=O)[C@@]3(Cc3ccc(Cl)cc3)[C@H]2C1=O,6%,-4%,/,-6,/,/,14%,-3%,/,3%,/
CCOC(=O)c1sc2nc(C)nc(SCC(=O)NC3CCS(=O)(=O)C3)c2c1C (stereo unspecified),-3%,-2%,12%,12,0%,32%[activator],-11%,4%,-5%,-9%,-2%
O=C(CSc1nnc(-c2ccccn2)o1)Nc1ccccc1F,0%,0.45µM*,-25%,6,?,3%,?,2%,/,0.79µM*,-1%
O=C(Nc1ccc2c(c1)OCO2)O[C@@H]1C[C@H]2CCCC(=O)N3CC[C@@H](C1)[C@@H]23,-1%,2%,9%,-24,9%,-4%,-7%,4%,4%,2%,0%
CC(=O)N1CC=C2C(C#N)=C(N)C(C#N)(C#N)C(CCc3ccccc3)C2C1 (stereo unspecified),0%,5%,-9%,7,18%,9%,-24%,-1%,10%,9%,?
COc1ccc(C)cc1S(=O)(=O)N1CCN(C(=O)c2ncoc2-c2ccc(F)cc2)CC1,7%,-5%,7%,-19,4%,-9%,0%,1%,-16%,-5%,/
